Screening data from PubChem.
OX1R antag-1 = antagonists of human orexin 1 receptor (OX1R); AID 485270, 2010; OX1R-expressing cells, FRET antagonist read-out; 330,000 tested, 1.8% active; inhibition, % at 6.6 µM; in the data active = inhibition mostly above about 38%, no sharp cut-off; inactive = mostly below about 40%;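 note: 0% = agonist challenge alone and 100% = reference antagonist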
Target sequence (O43613 whole entry, looked up): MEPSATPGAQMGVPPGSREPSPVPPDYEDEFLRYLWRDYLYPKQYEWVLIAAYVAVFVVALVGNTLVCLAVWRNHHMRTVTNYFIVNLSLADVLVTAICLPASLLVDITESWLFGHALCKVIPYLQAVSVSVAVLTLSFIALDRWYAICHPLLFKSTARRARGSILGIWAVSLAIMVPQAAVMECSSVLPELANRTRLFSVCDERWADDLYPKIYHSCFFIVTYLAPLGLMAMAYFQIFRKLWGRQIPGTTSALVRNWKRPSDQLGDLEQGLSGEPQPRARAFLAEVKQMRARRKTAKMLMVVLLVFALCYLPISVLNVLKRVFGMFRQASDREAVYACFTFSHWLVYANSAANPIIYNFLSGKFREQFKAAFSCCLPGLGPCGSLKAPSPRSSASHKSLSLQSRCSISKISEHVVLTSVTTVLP
OX1R antag-2 = OX1R (HCRTR1) antagonists, primary screen, fluorescence, CHO/OX1R cells, Fluo-8 calcium, orexin A | Orexin/Hypocretin receptor type 1 (Homo sapiens), O43613 | AID 434989, 2010 | Fluo-8 calcium fluorescence | 330,000 tested, 0.43% active | inhibition, % at 5 µM;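 active = inhibition above its plate's threshold, mean inhibition of all tested compounds on the plate plus 3 SD, cut at about 37% in these data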;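 note: 0% = orexin A challenge wells and 100% = SB-334867-A antagonist wells; not every result past the cut was called active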
Active calls of the source: *.

SMILES	OX1R antag-1	OX1R antag-2
CC1=C(C(=O)OC(C)C)C(/C=C/c2ccccc2)NC(=O)N1 (configuration not stated)	18	-7
CCOc1ccc(CC(=O)Nc2nccs2)cc1	6	-19
COC(=O)c1cc(-n2cccc2)ccc1N1CCOCC1	3	-23
COc1ccc(C(=O)Nc2ccc(F)cc2F)cc1OC	4	-13
CCN(Cc1ccccc1)C(c1ccccn1)c1nnnn1C(C)(C)CC (configuration not stated)	15	9
CCOc1ccc(CC(=O)Nc2c(C(N)=O)oc3ccc(Br)cc23)cc1OCC	5	-37
O/N=C/c1ccc(-c2ccccc2OC(F)(F)F)o1	7	-11
Cc1cc(-c2c(C)[nH]n(-c3ccc(Cl)cc3)c2=O)n(-c2ccccc2)n1	29	-18
Cc1ccc(S(=O)(=O)NC(C)(C)CSc2nncn2N)cc1	14	-26
O=C(O)CSc1cccc[n+]1[O-]	10	2
COc1ccc(/C=C2\SC(=O)N(CCNC(=O)Cn3cnnn3)C2=O)cc1	20	-10
COc1ccc(NS(=O)(=O)c2ccc3oc(SC4CCOC4=O)nc3c2)cc1 (configuration not stated)	16	20

2 entries from above in a different format.
Molecule: COc1ccc(C(=O)Nc2ccc(F)cc2F)cc1OC
- OX1R antag-1: 4
- OX1R antag-2: -13
Molecule: CCN(Cc1ccccc1)C(c1ccccn1)c1nnnn1C(C)(C)CC (configuration not stated)
- OX1R antag-1: 15
- OX1R antag-2: 9

(list continues)
SMILES	OX1R antag-1	OX1R antag-2
Cc1nn(-c2ccccc2)c(C)c1C(=O)OC/C(O)=C(\C#N)c1nc2ccccc2[nH]1	9	-8
COC(=O)c1cc(OC)c(OC)cc1NC(=O)c1ccc(OC)c(OC)c1	53	-32
O=C(c1ccccc1)c1sc(N2CCCCCC2)nc1-c1ccccc1	19	7
O=C(COC(=O)c1ccc2ccccc2n1)c1ccccc1	29	-13
Brc1ccc(C=Nc2ccc3c(c2)OCCOCCOCCO3)s1	13	-12
O=C(CCN1C(=O)/C(=C\c2ccccc2)SC1=S)NCCCN1CCOCC1	46	-27
CCN(CC)CCn1c(NCc2ccccn2)nc2ccccc21	18	-6
CC(C)NC(=O)N(C)C[C@H]1Oc2ccc(NC(=O)c3ccncc3)cc2C(=O)N([C@H](C)CO)C[C@@H]1C	16	-2
COc1ccccc1C(=O)N1CCN(CCNC(=O)C(=O)Nc2ccc(Br)c(C)c2)CC1	1	-28
Cc1ccccc1OCCNC(=O)c1ccco1	14	-4
COc1ccc(-c2cc(C)no2)cc1S(=O)(=O)N1CCCN(Cc2ccccc2Cl)C1	30	-1
CC(C)CNc1oc(-c2ccccc2Cl)nc1C#N	9	-16
CNC(=S)NNC(=O)c1ccc(N(C)C)cc1	0	9
COc1ccc(NC(=O)c2cc([N+](=O)[O-])ccc2NC(=O)CNCc2ccccn2)c(OC)c1	34	-5
CNC(=O)c1ccc2nc(NC(C)=O)sc2c1	-1	-18
O=c1c2ccccc2nc(SCc2ccccc2)n1Cc1ccco1	27	-23
Cc1cc(C)n(Cc2ccc(C(=O)Nc3ccc(Br)cc3C)o2)n1	18	-15
Cc1nc(NC(=O)CN2CCN(c3cccc(Cl)c3)CC2)sc1C(=O)N(C)C	5	-8
CCC(C)(NC=O)C(=O)Nc1c(C)cccc1C (configuration not stated)	8	-26
Cn1nc(C(=O)Nc2cccc(C(F)(F)F)c2)ccc1=O	3	-4
Nc1cc(=O)[nH]c(SCCSc2cc(Cl)ccc2Cl)n1	-3	-17
CC(=O)c1ccc(NC(=O)C(C)OC(=O)c2cccc(-n3cnnn3)c2)cc1 (configuration not stated)	17	-17
Cc1nn(-c2ccccc2)c(Cl)c1/C=N/O	3	-22
O=C(CSc1nnc(-c2ccoc2)o1)N1CCOCC1	4	-14
O=C1CC(C(=O)NC2CCCCC2)C(c2ccccc2)O1 (configuration not stated)	-7	2
CC(=O)c1c(C)[nH]c(C(=O)COC(=O)C2CC2)c1C	4	-8
CS(=O)(=O)c1ccc2nc(NC(=O)CN3CCCCCC3)sc2c1	1	-9
Brc1ccc(NCc2nnc3n2CCCCC3)cc1	16	-14
CC(C)NC(=O)C1CCN(C2CCN(Cc3nc4ccccc4s3)CC2)CC1	14	-23
CCCC(=O)NC(=S)Nc1cccc(Cl)c1N1CCCCC1	11	-28
COc1ccc(S(=O)(=O)N2CCCC2)cc1C(=O)N1CCCCC1	9	-7
CN(CCc1ccccn1)C(=O)CCc1nnc(CCCc2ccccc2)o1	-4	-22
CN=C1S/C(=C/c2cn(CC(=O)OC)c3ccccc23)C(=O)N1C	11	-30
CCn1cc(CN2CCC(n3nccc3NC(=O)CCc3ccccc3)CC2)cn1	16	-7
CCCC1(c2ccccc2)NC(=O)N(CC(=O)NCC2COc3ccccc3O2)C1=O (configuration not stated)	17	-17
COc1ccc(-n2nc(C(=O)NCC(=O)NCCCN3CCN(C)CC3)c3ccccc3c2=O)cc1	31	-8

In the list so far, four have an NH in an aromatic ring:
SMILES	OX1R antag-1	OX1R antag-2
Cc1cc(-c2c(C)[nH]n(-c3ccc(Cl)cc3)c2=O)n(-c2ccccc2)n1	29	-18
Cc1nn(-c2ccccc2)c(C)c1C(=O)OC/C(O)=C(\C#N)c1nc2ccccc2[nH]1	9	-8
Nc1cc(=O)[nH]c(SCCSc2cc(Cl)ccc2Cl)n1	-3	-17
CC(=O)c1c(C)[nH]c(C(=O)COC(=O)C2CC2)c1C	4	-8

(listing goes on)
SMILES	OX1R antag-1	OX1R antag-2
CCOC(=O)C1CCN(Cc2cccc(Oc3ccccc3)c2)CC1	8	-13
COc1ccc(NC(=O)c2ccc(COCC(F)(F)C(F)F)cc2)cc1OC	28	-22
COCC1CCN(Cc2cn(Cc3ccccc3)nc2-c2cc3ccccc3o2)CC1	11	-24
O=C(CCn1nnnc1CN1CCOCC1)N1CCC(c2ccccc2F)C1 (configuration not stated)	13	-7
Clc1ccc(-c2nnc(SCc3nc(-c4ccccc4)no3)o2)cc1	10	-7
CCN(C(=O)COC(=O)/C=C/c1c(C)nn(-c2ccccc2)c1C)C1CCS(=O)(=O)C1 (configuration not stated)	9	-22
CNC(=S)N/N=C/c1cn(CCOc2ccccc2OC)c2ccccc12	20	-24
Cc1ccc(-c2nc(C#N)c(NCc3ccco3)o2)cc1	27	-4
S=C1NCCOCCOCCNC(=S)N2CCOCCOCCN1CCOCCOCC2	6	-16
C#CCOC(=O)Nc1ccc(OCC(F)(F)F)nc1	11	-4
CCOC(=O)/C=C1\CC(C(=O)OCC)Oc2ccccc21 (configuration not stated)	9	-9
CC(C)c1ccc(C(=O)Nc2ccc(N3CCOCC3)cc2)cc1	12	-13
Nc1nnc(SCc2nc3scc(-c4ccccc4)c3c(=O)[nH]2)s1	11	26
NC(=O)COC(=O)c1cccc(NS(=O)(=O)/C=C/c2ccccc2)c1	12	-13
COCC(C)n1c(COc2ccccc2F)nnc1SCc1c(C)noc1C (configuration not stated)	-2	-34
CC(=O)Nc1nc(C)c(S(N)(=O)=O)s1	3	-3
COc1cccc(/C(O)=C2/C(=O)C(=O)N(Cc3ccco3)C2c2ccncc2)c1 (configuration not stated)	32	-19
Cc1sc(NC(=O)C2C3CCC(O3)C2C(=O)O)nc1-c1ccc(CC(C)C)cc1 (configuration not stated)	2	-14
O=C(Nc1nnc(SCC(=O)N2CCCC2)s1)C1CC(=O)N(c2ccc(F)cc2)C1 (configuration not stated)	27	-15
Cc1ccc(-c2csc(C(C#N)=C3CCCC3)n2)cc1	10	-19
COc1ccc(-c2noc(N3CCC(C(=O)Nc4ccc(OC)cc4OC)CC3)n2)cc1	5	-5
CCN(C(=O)COC(=O)CSc1ccc(F)cc1)c1c(N)n(Cc2ccccc2)c(=O)[nH]c1=O	-2	7
COc1ccc(N2CC(C(=O)Nc3nnc(SCC(=O)N4CCCC4)s3)CC2=O)cc1 (configuration not stated)	14	-2
CC(C)c1ccc(NC2CCCN(C(=O)c3ccnn3C)C2)cc1 (configuration not stated)	6	-1
O=C1C2C3C=CC(C3)C2C(=O)N1Nc1ccccc1 (configuration not stated)	-2	-4
O=C(Nc1cccc(F)c1)C1CCN(C(=O)Cc2ccccc2)CC1	15	-8
Cc1cc(C)c(NC(=O)Cn2nnc(C(=O)NCc3ccco3)c2N)c(C)c1	19	-1
CCCCN(N=Nc1nonc1OC)c1nonc1OC	23	-22
O=c1c2ccccc2nc(N2CCN(c3ccccc3)CC2)n1Cc1ccccc1	8	-65
O=C(CCOc1ccccc1F)N1CCN(c2ccccc2O)CC1	8	-26
O=C(N[C@@H](Cc1ccccc1)C(=O)NCc1ccc(F)cc1)C1CCNCC1	17	-13
COc1ccc2c(c1)CCc1c-2n[nH]c1C(=O)O	12	6
COc1ccc(-n2cc(CNCC3CC(=O)N(C4CC4)C3)c(-c3ccccc3Cl)n2)cc1 (configuration not stated)	19	-34
O=S(=O)(Nc1ccccn1)c1ccc(-n2cccn2)cc1	6	-4
COc1ccc2c(c1)CCC(C)N2S(=O)(=O)c1ccc(C2CNC(=O)C2)cc1 (configuration not stated)	12	-8
CCCNC(=O)c1[nH]c(C)c(C(C)=O)c1C	11	-14
O=C(CCCOc1ccccc1)N1CCc2ccccc2C1	6	-28
CC(C)C(C(=O)NC(C)(C)C)N(CCN1CCOCC1)C(=O)CNS(=O)(=O)c1ccccc1 (configuration not stated)	17	-10
C[C@]12C=C[C@H](O)CC1=CCC1C2CC[C@@]2(C)C1CCC21OCCO1 (some centres not stated)	11	-13
Cc1ccc(C)c(N2CCN(C(=O)c3cc(S(=O)(=O)N4CCOCC4)ccc3F)CC2)c1	5	-21
COc1ccc2[nH]c(C(=O)Nc3ccc(F)cc3Br)cc2c1	8	-15
CC(=O)Nc1ccc(S(=O)(=O)N(C)c2ccc(OCCOc3ccccc3F)cc2)cc1	1	20
O=S(=O)(Nc1nc2ccccc2nc1Nc1cccc(S(=O)(=O)N2CCCCC2)c1)c1ccccc1	39	23
CC(C)C(=O)Nc1nnc(CSCc2ccccc2F)s1	9	-8
COc1ccc(/C=C/C2=NNC(=O)CC2)cc1	44	-8
CCN(CC)S(=O)(=O)c1cccc(C(=O)NCCCn2ccnc2)c1	9	-11
Cc1cccc(Nc2ccc(NCc3ccccc3)nn2)c1	19	-23
O=C(NC1CCN(C(=S)Nc2ccc(F)cc2)CC1)C1CCCCC1	4	1

Looked up above.
`C[C@]12C=C[C@H](O)CC1=CCC1C2CC[C@@]2(C)C1CCC21OCCO1` (some centres not stated) in OX1R antag-2 shows -13
`CCN(CC)S(=O)(=O)c1cccc(C(=O)NCCCn2ccnc2)c1` in OX1R antag-1 shows 9
`CC(C)C(=O)Nc1nnc(CSCc2ccccc2F)s1` in OX1R antag-1 shows 9
`O=C(NC1CCN(C(=S)Nc2ccc(F)cc2)CC1)C1CCCCC1` in OX1R antag-1 shows 4

New compounds follow:
SMILES	OX1R antag-1	OX1R antag-2
Cn1c(=O)[nH]c(=O)c2c1nc(Br)n2C/C=N/Nc1ccccc1	1	-7
O=[N+]([O-])c1ccc(-c2cn3c(n2)SCC3)cc1	31	-16
Cc1cc(-c2ccc(Cl)cc2)n2ncnc2n1	-2	-22
CCc1ccc(NC(=O)CSc2nnc(-c3ccco3)o2)cc1	7	-9
O=C(c1c(Cl)cccc1Cl)N1CCCCCC1	18	-1
CCCNC(=O)c1cc(Cl)c(NC(=O)C2=C(C)OCCS2)cc1OC	13	-23
O=C1c2ccccc2C(=O)N1CCCCSc1nnc2c(Cl)cc(Cl)cn12	36	-37
N/C(CC(=O)Nc1ccc(F)cc1)=N\O	39	-23
CN1CCN(C(=O)C2=C[C@@H](c3ccc(C(F)(F)F)cc3)C[C@@H](OCCCCO)O2)CC1	24	-15
CC(C)C(=O)N1CCN(c2ccccc2NC(=O)c2ccc(Br)o2)CC1	10	-29
COc1ccc(C(=O)NCC(=O)O)cc1	6	-3
OC(CNCc1ccc(-c2ccccc2)cc1)c1ccccc1 (configuration not stated)	-1	13
COc1ccc(OC)c(CCNC(=O)Cn2cccc2C(=O)c2ccccc2)c1	18	-15
CCOc1ccc(OCCC(=O)Nc2ccc3c(c2)OCO3)cc1	7	-1
Cc1cccc(N2CCN(C(=O)C34CC5CC(CC(C5)C3)C4)CC2)c1C	29	-33
Cc1nnc(SCC(=O)Nc2ccc(N3CCN(S(C)(=O)=O)CC3)cc2)o1	10	-3
O=C(COC(=O)/C=C/c1ccc(Cl)c(Cl)c1)NC1CCS(=O)(=O)C1 (configuration not stated)	13	5
COc1cc(Nc2nc3ccc(Cl)cc3n3cnnc23)cc(OC)c1OC	1	-41
COc1ccc(C(C(=O)Nc2ccc(C(C)C)cc2)N(Cc2ccco2)C(=O)CC2NC(=O)NC2=O)cc1 (configuration not stated)	2	0
Cc1ccc(S(=O)(=O)N2CCN(Cc3cc(C(C)(C)C)ccc3O)CC2)cc1	4	-31
Cc1ccc(NC(=O)CC2(CC(=O)O)CCCC2)c(C)c1	-4	7
C#CCOCCOCCOCCNc1nc(N2CCN(C(=O)Cn3cc(CC(C)O)nn3)CC2)nc(N2CCN(C(=O)[C@H]([C@@H](C)CC)n3cc(CCCN=C(N)N)nn3)CC2)n1 (some centres not stated)	26	-18
COc1ccc(NC(=O)COC(=O)C2CCC2)cc1Cl	20	-4
CC1CCN(C(=O)c2cc(-c3ccc4c(c3)OCO4)on2)CC1	14	-12
FC(F)(F)c1cc(NCc2cccs2)n2ncnc2n1	12	-12
CCOc1ccc(CCN2CN(CC)CNC2=S)cc1OCC	0	-31
COc1ccccc1C1CN(c2ccccc2)N=C1c1cccs1 (configuration not stated)	0	-34
Cn1c(=O)c2c(nc(CN3CCC(C(N)=O)CC3)n2CCc2ccccc2)n(C)c1=O	11	-13
COc1nc(NC(C)(C)C)nc(Oc2ccc(=O)n(C)n2)n1	-1	-10
CCCn1nnnc1NC(=O)c1ccc2ccccc2c1	18	4

Gathered by group: the entries above with a nitro group on carbon.
SMILES	OX1R antag-1	OX1R antag-2
COc1ccc(NC(=O)c2cc([N+](=O)[O-])ccc2NC(=O)CNCc2ccccn2)c(OC)c1	34	-5
O=[N+]([O-])c1ccc(-c2cn3c(n2)SCC3)cc1	31	-16
